SW480 rereplic: DNA re-replication induction in SW480 cells | Potency, µM (top dose mostly 46.1 µM), inactives show at the top dose re-replication activation, hits mostly activators | SW480 DNA re-replication, Hoechst DNA content imaging, 48 h | 1.8% of 340,000 active; further: potency means the concentration at half of the fitted maximal effect; % of control where 0% means no effect; nearly all actives have a fitted effect of over 55% in size
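Readout is total intensity of Hoechst-stained nuclei, excited at 405 nm and collected at 500-530 nm. Compound treatment lasted 48 hr at 37 C in 5% CO2 before staining.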
IL1B secr inh: inhibitors of inflammasome signaling (IL-1 beta secretion); THP-1 LPS/ATP IL-1B secretion, AlphaLISA, 16 h; stronger effect = lower value; activity change, % at 57.5 µM; 4.7% of 360,000 active; AID 743279; in the data active means activity change below about -50%; inconclusive means mostly about -30% to -49%; further: on the % scale 0 is the no-effect control and ±100 the full control effect
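THP-1 cells pretreated 1 hr with compounds (up to 57.5 uM final), then stimulated with LPS (250 ng/mL final) plus ATP (1.25 mM final); secreted IL-1B measured by AlphaLISA after 16 hr, decreased signal indicating inhibition.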
KB-3-1 tox: kills parental KB-3-1 adenocarcinoma cells; KB-3-1 viability, CellTiter-Glo ATP luminescence, 72 h; Potency, µM (doses to about 46.1 µM), for inactives: at the top dose activity change, negative = cytotoxic, actives largely listed as cytotoxic; 1.4% of 400,000 active; further: potency means the concentration at half of the fitted maximal effect; on the % scale 0 is the no-effect control and ±100 the full control effect; nearly all actives have a fitted effect of over 60% in size
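Luminescent ATP read-out (CellTiter-Glo) measures survival of drug-naive KB-3-1 cells after 72 h compound exposure at 37 °C. Titration series was screened from lowest to highest concentration, with DMSO vehicle plates as background controls.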
HT1080NT lethal: kills 2HG-producing HT-1080-NT fibrosarcoma cells; HT-1080-NT fibrosarcoma viability, CellTiter-Glo ATP luminescence, 48 h; Potency, µM (highest dose often 46.1 µM), for the others: top-dose activity, negative = less viability, actives largely listed as cytotoxic; 1.6% of 360,000 active; AID 686970;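 further: NT is the 2HG producing partner of a matched IDH1 knockdown line; potency means the concentration at half of the fitted maximal effect; 0% = DMSO-treated cells and -100% = media-only wells without cells; nearly all actives have a fitted effect of over 55% in size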
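Compounds were tested in concentration-response format on HT-1080-NT cells for 48 hours at 37 degrees C. Cell viability came from CellTiter-Glo luminescence; curves were classified by r2, response magnitude and activity.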
ATXN viability: reduces viability in counter-screen for ATXN expression inhibitors | S2 cells (HEK-293 line with an ATXN2-luciferase reporter) viability, CellTiter-Fluor protease fluorescence, 24 h | Potency, µM (titrated, usually from 56.7 µM), hits mostly cytotoxic | 0.49% of 400,000 active; further: potency means the concentration at half of the fitted maximal effect; nearly all actives have a fitted effect of over 40% in size
HT1080 IDH1KD tx: toxicity to HT-1080 IDH1 knockdown cells (counter line); HT-1080 IDH1 knockdown viability, ATP luminescence, 48 h; Potency, µM (doses to about 46.1 µM), for inactives: top-dose activity, negative = toxicity, most hits filed as cytotoxic; 2% of 360,000 active; AID 686971;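 further: potency means the concentration at half of the fitted maximal effect; 0% = DMSO wells and -100% = cell-free medium wells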
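In this qHTS, HT-1080 cells depleted of IDH1 are exposed for 48 h at 37 °C to compound titrations. Toxicity is scored from CellTiter-Glo luminescence, with DMSO as full viability and medium alone as none.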
ATXN2 expr inh: ATXN2 expression inhibition; HEK-293 ATXN2-luciferase reporter, luminescence, 24 h; Potency, µM (highest dose often 57 µM), without a hit: at the top dose activity change, negative = inhibition, most hits filed as inhibitors; 0.72% of 360,000 active; further: potency means the concentration at half of the fitted maximal effect; on the % scale 0 is the no-effect control and ±100 the full control effect; nearly all actives have a fitted effect of over 55% in size
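ATXN2-luciferase reporter cells (luciferase flanked by upstream and downstream ATXN2 gene portions) were treated 24 h at 37 °C with compounds at up to 57 uM. SteadyGlo luminescence gave expression; GF-AFC fluorescence gave viability.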
HepG2 tox: HepG2 cytotoxicity, counter-screen for TGF-b inhibitors | HepG2 CAGA-GFP viability, ATP luminescence, 18 h | Potency, µM (doses to about 46.1 µM), for inactives: at the top dose activity change, negative = cytotoxicity, most hits filed as cytotoxic | 0.76% of 410,000 active; further: potency means the concentration at half of the fitted maximal effect; some results filed as inactive show a strong effect at the top dose
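HepG2 CAGA-GFP cells (1000/well, DMEM with 1% FBS) received compound, then TGF-beta at 500 pg/mL final, and were incubated 18 hours at 37 degrees C. Viability was read by CellTiter-Glo luminescence. Media-only wells were set as complete cell-killing and DMSO as no toxicity.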
MCF10A rerep: inducers of DNA re-replication in MCF 10A breast cells; Potency, µM (doses to about 46.1 µM), inactives show at the highest dose activity, positive = re-replication, hits mostly activators; 2.9% of 350,000 active; MCF 10A DNA re-replication, Hoechst nuclear intensity, 48 h; further: potency means the concentration at half of the fitted maximal effect; % of control where 0% means no effect; nearly all actives have a fitted effect of over 50% in size
Numbers without * were called inactive; i = inactive; ? = inconclusive; · = not tested or not shown; & = joins results of further samples; [ ] = dose if it differs, or a comment. Unless noted, the call rests on the fitted dose curve; in most records, active means well fitted curve in the direction sought with a large enough effect; inconclusive means small, poorly fitted or top-dose-only effect, or another doubt; inactive means no such curve, though single readings can be large; an effect the other way counts as inactive or inconclusive.

Values run as follows: SW480 rereplic, IL1B secr inh, KB-3-1 tox, HT1080NT lethal, ATXN viability, HT1080 IDH1KD tx, ATXN2 expr inh, HepG2 tox, MCF10A rerep
> CC(C)CNc1nc(SCC(=O)Nc2ccccc2)nc(N2CCOCC2)n1
    -3%, 7, -3%, -1%, i, 2%, 2%, -49%, 0%
> CCC(C)[C@H](NC(=O)NCCC1=CCCCC1)C(=O)O (stereo partly specified)
    -2%, 0, 18%, 10%, i, 8%, -3%, -30%, 5%
> CC(=O)c1ccc(OC(C)C)c(CC(C(N)=O)C(N)=O)c1
    -8%, 71, 5%, 17%, i, 12%, 170%[activator], 8%, 0%
> CC(C)Nc1nc(Cl)nc(NN(C)c2nc(N(C)C)nc(N(C)C)n2)n1
    -68%[inhibitor], 0, -9%, -5%, i, -12%, 8%, -22%, ?
> COC(=O)c1[nH]c2ccccc2c1NC(=O)c1ccccc1F
    7%, 13, -3%, -3%, i, -2%, ·, -10%, -2%
> OC(c1ccc(F)cc1)c1nc(-c2cc3ccccc3o2)cs1 (stereo unspecified)
    ·, 49, ?, ?, i, ?, 33%[activator], -29%, ·
> C=CCSC1=C(C#N)C(c2ccccc2OCC)CC(=O)N1 (stereo unspecified)
    -3%, 1, -6%, 2%, i, 0%, -19%, -5%, 0%
> COc1ccc(C2=NOC(C(=O)NCc3ccc(F)cc3)C2)cc1OC (stereo unspecified)
    2.1µM*, 56, 0%, 1.3µM*, ?, 1.1µM*, -13%, -3%, 1.6µM*
> COc1ccc(SCC(=O)c2cc(C)c(OC(=S)N(C)C)c(C)c2)cc1
    -6%, -20, -1%, -13%, i, -15%, 31%[activator], -28%, ?
> COc1ccccc1NS(=O)(=O)c1ccc(Br)s1
    1%, 15, -5%, -12%, i, -11%, -5%, -20%, 8%
> COc1cccc(Nc2nc(-c3sc(N)nc3C)cs2)c1
    -9%, 0, -20%, -5%, i, 24%, 37%[activator], 4%, -1%
> CN(C(=O)CSc1nnnn1-c1ccc(O)cc1)C1CCCCC1
    -7%, 13, 1%, 1%, i, 1%, -11%, 5%, 3%
> Cc1ccccc1OCCN1C(=O)NC2(CCCc3ccccc32)C1=O (stereo unspecified)
    ?, 10, -8%, -11%, i, -3%, -18%, -7%, 2%
> CC(=O)c1c(C)[nH]c(C(=O)CN2C(=O)NC(C)(c3ccc(C)cc3)C2=O)c1C (stereo unspecified)
    0%, 12, 8%, -17%, i, 1%, -12%, -8%, 1%
> CN(C(=O)CCc1nc2ccccc2s1)c1ccccc1
    2%, -5, 30%, 6%, i, -3%, 21%, 3%, 18%
> CCOC(=O)c1ccc2[nH]c(C)c(C)c2c1
    -3%, 7, -14%, -8%, i, -13%, 33%, 0%, ?
> CCCC(O)(CCC)C(=O)NNc1ccc(C)cc1
    ?, 2, 28%, ?, i, ?, -18%, -18%, 11%
> COC(=O)c1cc(C#N)c(Oc2ccc(OC)cc2)nc1C
    -13%, 3, 11%, 0%, i, 3%[9.24 µM], 2%, 0%, 2%
> CCCCNC(=O)CCC(=O)NNc1nc2ccccc2c2nc(C)nn12
    -8%, 12, -2%&6%, -5%, i, -5%, -11%&-9%, 12%&-3%, -4%
> Cc1ccc(C(C)NC(=S)NC2CCCCC2)c(C)c1 (stereo unspecified)
    3%, 21, -24%, -14%, i, -10%, -31%, -28%, 16%
> CC(CN1CCOCC1)OC(=O)c1ccccc1Br (stereo unspecified)
    -4%, 8, 3%, -1%, i, 1%, 12%, -12%, -1%
> Cc1cc(C)c(NC(=O)C(C)n2nc(-c3ccc(C)c(C)c3)ccc2=O)c(C)c1 (stereo unspecified)
    ·, ·, 6%, ·, ?, ·, 2%, 3%, ·
> COc1ccc(C(=O)NCCN2C(=O)S/C(=C\c3cccnc3)C2=O)c(OC)c1OC
    1%, -5, -2%, -3%, ?, 17%, 3%, -5%, 23%
> CC(=O)Nc1ccc(NC(=O)C2CCCN2C(=O)Nc2ccccc2[N+](=O)[O-])cc1 (stereo unspecified)
    -9%, 18, -3%, -21%, i, 1%, -11%, 14%, 10%
> O=[N+]([O-])c1cc(Cl)ccc1NCCNc1ncc(C(F)(F)F)cc1Cl
    -2%, -23, -12%, -1%, i, -8%, -22%, -13%, 15%
> O=C(COC(=O)C1CC(=O)N(Cc2ccccc2)C1)c1ccc(Br)cc1 (stereo unspecified)
    4%, 6, -3%, -2%, i, -7%, -10%, 1%, 10%
> CC(C)c1ccccc1NC(=O)Nc1ccc(F)cc1F
    -3%, -2, -26%, -8%, i, -21%, -21%, -8%, ?
> COc1ccc(CC2(C)OC(c3ccc([N+](=O)[O-])cc3)=NN2C(C)=O)cc1 (stereo unspecified)
    -2%, -8, -26%, -9%, i, -11%, -25%, -16%, 6%
> Cc1ccc(NC(=O)NC2CCCc3ccccc32)cc1 (stereo unspecified)
    44%, 37, ?, -20%, i, -28%, 16%, -14%, 3%
> COc1ccc(C2CC(=O)c3c(O)cc(O)cc3O2)c(CC=C(C)C)c1OC (stereo unspecified)
    ?, 10, 0%, 0%, i, -2%, -16%, -80%, ?

The list goes on (2 carried over from the part before).
Values run as follows: SW480 rereplic, IL1B secr inh, KB-3-1 tox, HT1080NT lethal, ATXN viability, HT1080 IDH1KD tx, ATXN2 expr inh, HepG2 tox, MCF10A rerep
> Cc1ccc(NC(=O)NC2CCCc3ccccc32)cc1 (stereo unspecified)
    44%, 37, ?, -20%, i, -28%, 16%, -14%, 3%
> COc1ccc(C2CC(=O)c3c(O)cc(O)cc3O2)c(CC=C(C)C)c1OC (stereo unspecified)
    ?, 10, 0%, 0%, i, -2%, -16%, -80%, ?
> C[N+]1(CC2COC3(CCCCC3)O2)CCCCC1 (stereo unspecified)
    6%, 7, 4%, 4%, i, -1%, -14%, -30%, 0%
> CCCc1nnc(SCC(=O)N2CCCCC2)n1CCCOC
    -8%, -15, 4%, 10%, ?, 11%, ?, -7%, 0%
> Cc1ccc(C2(C)NC(=O)N(CC(=O)NCCN3C(=O)S/C(=C\c4cccnc4)C3=O)C2=O)cc1 (stereo unspecified)
    5.8µM*, -30, 4%, -9%, ?, -6%, -11%, 3%, 40%
> Cc1oc(-c2ccccc2F)nc1CS(=O)CC(=O)NCc1ccc2c(c1)OCO2 (stereo unspecified)
    2%, -28, ?, -8%, ?, -3%, 2%, -20%, 3%
> COc1ccccc1N1CCN(/N=C/c2ccc([N+](=O)[O-])cc2)CC1
    -3%, -14, -8%, 10%, i, 9%, 27%, -21%, -3%
> Cc1ccc(NC(=S)N2CCN(S(=O)(=O)c3c(F)cccc3F)CC2)cc1C
    -2%, -8, -10%, -2%, i, -8%, ·, -2%, 25%
> Cc1ccc(-c2cnc(NCc3ccc(C(F)(F)F)cc3)n2C)cc1
    ·, ·, -2%, ·, i, ·, -20%, -43%, ·
> CC(C)(C)c1ccc(-n2ncc3c2CCCC3NC(=O)CN2CCCC2=O)cc1 (stereo unspecified)
    -2%, i, ?, ?, i, 1%, -12%, 13µM*, 8%
> CCOC(=O)c1c(C)nc2sc3c(=O)n(-c4ccc(C)cc4)cnc3c2c1-c1ccc(OC)cc1
    3%, 14, 1%, 3%, i, 8%, 3%, -13%, 3%
> CC1(C(=O)O)C=CC2(CCCCC2)N1C(=O)c1ccccc1 (stereo unspecified)
    6%, 39, 0%, 9%, i, 9%, -5%, -3%, 3%
> Cc1ccc(C(=O)Nc2ncc(C)s2)o1
    -11%, -2, -1%, ?, i, ?, 1%, -52%, 20%
> CCCCOc1ccc(Cl)cc1CSc1nnc(C)n1N
    -11%, 15, 0%, -11%, i, -16%, -11%, -11%, -11%
> CCCc1cc(C(=O)NNC(=S)Nc2cccc(C)c2)cs1
    -9%, -20, -20%, -6%, i, 0%, 39%[activator], -35%, 20%
> O=C(Nc1cccc(Cl)c1)c1ccc(NCC2CCCO2)c([N+](=O)[O-])c1 (stereo unspecified)
    -89%[inhibitor], 29, 1%, -6%, i, 0%, ·, -6%, 19%
> Cc1ccc(CNC(=O)CN2CCCC(C)C2)cc1 (stereo unspecified)
    -1%, 8, -7%, -2%, i, -4%, 0%, 0%, 0%
> COc1ccc(CCNC(=O)[C@H](CC(C)C)NC(=O)N2CCn3c2nc2ccccc23)cc1OC
    -2%, -66*, -12%, -2%, i, 1%, -23%, -2%, -5%
> CC(C)(C)c1ccc(C(=O)N2CCC(=O)N([C@H](COCc3ccccc3)Cc3ccccc3)CC2)cc1
    ·, ?, -29%, ?, ·, ?, 32µM*, ·, ·
> COC(=O)c1[nH]c2ccc(Br)cc2c1NC(=O)C(C)N1CCN(C2CCCCC2)CC1 (stereo unspecified)
    ?, -82*, ?, ?, ·, 21µM*, ?, -102%, 7%
> COc1cc(/C=C2/SC(=O)N(CC(=O)N3CCCC3)C2=O)ccc1Oc1ccc([N+](=O)[O-])cn1
    -3%, -63*, 12%, -1%, i, -3%, -14%, -9%, ?
> COc1ccc(/C=C/C(=O)NC(=S)NNC(=O)c2ccco2)cc1
    ?, 96, ?, -26%, i, -26%, ?, -3%, ?
> NC1=NC(=Nc2ccc(Br)cc2)c2ccccc21
    -2%, -101*, ?, 23µM*, i, 13µM*, -10%[11.3 µM], -4%, ?
> COc1cc(CNc2ccccc2)c([N+](=O)[O-])cc1OC
    -5%, -5, -21%, 6%, i, 6%, -5%, -5%, 9%
> O=c1c2c(nc3n1CCCCC3)sc1c(O)cccc12
    7%, 25, -14%, -22%, i, -14%, 138%[activator], -7%, 13%
> COc1ccc(-c2cc(-c3ccccc3)nc(SCC(=O)Nc3ccccc3C)c2C#N)cc1
    ·, ·, 1%, ·, ?, ·, 12%, -27%, ·
> CC(=O)c1cn(CC(=O)NCc2cccnc2)c2ccccc12
    -3%, 0, -6%, -2%, i, 7%, 1%, -13%, ?
> CC1CCCCC12NC(=O)N(CC(=O)N1CCN(Cc3ccc(C#N)cc3)CC1)C2=O (stereo unspecified)
    -9%, 18, -12%, -13%, i, -15%, -35%, -44%, -1%

Bioassay records from PubChem.
